# POLI inh: blocks human DNA polymerase iota activity; Q9UNA4; Pol iota fluorescent replication assay, 10 min; Potency, µM (top dose mostly 115 µM), for the others: top-dose activity, negative = inhibition, most hits filed as inhibitors; 390,000 tested, 1% active; AID 588590; also: potency is read from the fitted curve at half-maximal effect
#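 Pol iota at 10 nM preincubated 15 min with compounds at room temperature; reaction started with fluorescent substrate, 50 nM final. Fluorescence read kinetically at 0 and 10 min; buffer-only wells as negative control.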
# BLM helicase inh: Bloom syndrome helicase (human) inhibition. 350,000 tested, 0.2% active. recombinant BLM DNA unwinding, fluorescence dequenching. AID 2528. Potency, µM (titrated, usually from 56.1 µM), for the others: top-dose activity change, negative = inhibition, actives largely listed as inhibitors;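 also: potency is read from the fitted curve at half-maximal effect; plate controls were vehicle for no effect and no enzyme for full effect; nearly all actives have a fitted effect of over 35% in size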
# Tb PGK inh: inhibitors of T. brucei phosphoglycerate kinase; P07378; PGK/GAPDH coupled, Kinase-Glo luminescence, 60 min; Potency, µM (series often up to 57.5 µM), without a hit: at the top dose activity change, negative = inhibition, hits mostly inhibitors; 380,000 tested, 0.043% active; AID 602233; also: potency is read from the fitted curve at half-maximal effect; % is scaled to controls: 0 for no effect and ±100 for the full control effect; nearly all actives have a fitted effect of over 60% in size
#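 Recombinant glycosomal PGK reaction used 1,3-bisphosphoglycerate generated in-well by GAPDH (100nM final) in 100mM TEA pH 7.6, 5mM MgCl2, 0.01% Tween-20. After 60 minutes at room temperature, ATP was read by Kinase-Glo Plus luminescence end-point.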
# APEX1 inh: inhibitors of human APE1 endonuclease; P27695; recombinant APE1, TAMRA/BHQ-2 abasic DNA cleavage fluorescence; Potency, µM (doses to about 65.8 µM), without a hit: at the top dose activity change, negative = inhibition, hits mostly inhibitors; 350,000 tested, 0.35% active; AID 2517;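 also: potency is read from the fitted curve at half-maximal effect; plate controls were vehicle for no effect and reference inhibitor for full effect; nearly all actives have a fitted effect of over 55% in size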
# Target sequence (P27695 whole entry, looked up): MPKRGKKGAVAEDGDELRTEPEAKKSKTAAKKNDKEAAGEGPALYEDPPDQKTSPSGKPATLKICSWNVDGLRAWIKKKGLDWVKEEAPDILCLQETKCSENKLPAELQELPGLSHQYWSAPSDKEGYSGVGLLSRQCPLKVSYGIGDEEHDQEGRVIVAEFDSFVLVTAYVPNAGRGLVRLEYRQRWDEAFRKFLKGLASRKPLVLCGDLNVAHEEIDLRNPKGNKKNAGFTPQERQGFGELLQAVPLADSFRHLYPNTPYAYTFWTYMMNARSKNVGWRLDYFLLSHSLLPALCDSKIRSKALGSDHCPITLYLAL
#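 Compound pre-exposure to 0.75 nM APE1, 15 min at ambient temperature. Reaction initiated with 50 nM TAMRA/BHQ-2 THF substrate, read immediately in kinetic mode, 525 nm excitation, 598 nm emission.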
# Apoferritin bind: binds horse apoferritin like a general anesthetic. P02791. apoferritin/1-aminoanthracene competitive binding, fluorescence. Potency, µM (series often up to 77.5 µM), for the others: at the highest dose activity change, negative = displacement, actives largely listed as inhibitors. 350,000 tested, 0.074% active. AID 485281; also: potency is read from the fitted curve at half-maximal effect; % is scaled to controls: 0 for no effect and ±100 for the full control effect; nearly all actives have a fitted effect of over 20% in size
#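 Horse-spleen apoferritin (10 uM) in 50% saturated 1-aminoanthracene in PBS was incubated 10 min at room temperature with compound. Fluorescence (ex 380, em 535 nm) was normalized to free and bound 1-AMA, with concentration-response fitted by a four-parameter Hill equation.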
# POLH inh: inhibitors of human DNA polymerase eta; Q9Y253; 390,000 tested, 1.2% active; recombinant Pol eta, fluorescent DNA replication assay; Potency, µM (titrated, usually from 114 µM), for inactives: top-dose activity change, negative = inhibition, usual class: inhibitors; also: potency is read from the fitted curve at half-maximal effect; % is scaled to controls: 0 for no effect and ±100 for the full control effect
# Target sequence (Q9Y253 whole entry, looked up): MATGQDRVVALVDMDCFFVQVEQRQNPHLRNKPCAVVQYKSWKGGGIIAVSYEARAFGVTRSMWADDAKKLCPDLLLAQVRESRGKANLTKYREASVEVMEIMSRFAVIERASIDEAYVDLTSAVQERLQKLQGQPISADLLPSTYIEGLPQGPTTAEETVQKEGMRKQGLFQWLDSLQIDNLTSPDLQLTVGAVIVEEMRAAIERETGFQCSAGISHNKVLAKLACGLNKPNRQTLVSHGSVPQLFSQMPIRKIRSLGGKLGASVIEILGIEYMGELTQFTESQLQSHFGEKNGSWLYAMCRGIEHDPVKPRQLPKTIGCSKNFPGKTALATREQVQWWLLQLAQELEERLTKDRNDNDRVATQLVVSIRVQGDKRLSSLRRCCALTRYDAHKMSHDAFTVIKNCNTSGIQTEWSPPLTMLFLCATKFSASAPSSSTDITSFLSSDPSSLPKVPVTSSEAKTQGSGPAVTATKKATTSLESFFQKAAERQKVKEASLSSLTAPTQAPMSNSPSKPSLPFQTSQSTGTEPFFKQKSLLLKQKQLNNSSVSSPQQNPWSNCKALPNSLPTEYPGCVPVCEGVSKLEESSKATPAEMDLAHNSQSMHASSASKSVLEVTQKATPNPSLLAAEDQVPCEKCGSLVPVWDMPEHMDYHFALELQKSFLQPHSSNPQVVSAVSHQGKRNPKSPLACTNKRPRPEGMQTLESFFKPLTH
#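 Pol eta at 10 nM preincubated with compounds 15 min at room temperature; reaction started with fluorescent substrate (50 nM final) and read kinetically at 0 and 10 min.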
# Pol kappa inh: inhibitors of human DNA polymerase kappa; Q9UBT6; purified Pol kappa, fluorescent DNA synthesis assay, 10 min; Potency, µM (doses to about 107 µM), for the others: top-dose activity, negative = inhibition, usual class: inhibitors; 400,000 tested, 0.53% active; AID 588579; also: potency is read from the fitted curve at half-maximal effect; % is scaled to controls: 0 for no effect and ±100 for the full control effect
#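 Readout: fluorescence, taken kinetically at 0 and 10 min. Conditions: 10 nM Pol kappa, 15 min RT compound preincubation, 50 nM substrate final. Controls: enzyme-free buffer wells.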
# POLB inh: inhibitors of human DNA polymerase beta; 340,000 tested, 1.3% active; Potency, µM (doses to about 114 µM), for the others: top-dose activity change, negative = inhibition, usual class: inhibitors; AID 485314; Pol beta primer extension/strand displacement, fluorescence kinetic; P06746; also: potency is read from the fitted curve at half-maximal effect; % is scaled to controls: 0 for no effect and ±100 for the full control effect
#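 Human Pol beta at 10 nM; strand-displacement substrate 50 nM final. Compound exposure 15 min at room temperature before start, reaction 10 min at room temperature.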
# RXFP1 antag: antagonists of human relaxin receptor RXFP1 | activity change, negative = inhibition, % at 57.5 µM | Q9HBX9 | HEK293-RXFP1, relaxin-stimulated cAMP HTRF, 30 min; hits give low values | AID 1259400 | 350,000 tested, 0.59% active;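 active = activity change of -60% or lower, but not beyond a set lower limit; inconclusive = change between -60% and -40%, or beyond the set limit; inactive = change above -40%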; also: % is scaled to controls: 0 for no effect and ±100 for the full control effect
# Starred values were filed as active, the others as inactive; i = inactive; ? = inconclusive; . = no result given; & = joins results of further samples; ! = not active in a repeat; [ ] = another dose, or the depositor's remark. Unless noted, calls follow the shape of the dose curve; as a rule, active = well fitted curve in the direction sought with a large enough effect; inconclusive = small, poorly fitted or top-dose-only effect, or another doubt; inactive = no such curve, though single readings can be large; an effect the other way counts as inactive or inconclusive. Only part of the results is shown, so the mix of outcomes need not match the whole.
# A first look, 2 compounds:
item	mol	POLI inh	BLM helicase inh	Tb PGK inh	APEX1 inh	Apoferritin bind	POLH inh	Pol kappa inh	POLB inh	RXFP1 antag
1	O=c1cc(-c2ccccc2)oc2cc(O)c(O)c(O)c12	?	15.8µM*!	-14.0%	5.62µM*	.	3.16µM*	20µM*	.	.
2	Cc1cc(C)cc(NC(=O)CSc2nnc(CNC(=O)c3cccs3)o2)c1	5.7%	-3.2%	2.0%	-5.6%	-15.8%	-7.0%	-0.3%	1.0%	-0.2

# Main list, previewed entries included:
item	mol	POLI inh	BLM helicase inh	Tb PGK inh	APEX1 inh	Apoferritin bind	POLH inh	Pol kappa inh	POLB inh	RXFP1 antag
1	O=c1cc(-c2ccccc2)oc2cc(O)c(O)c(O)c12	?	15.8µM*!	-14.0%	5.62µM*	.	3.16µM*	20µM*	.	.
2	Cc1cc(C)cc(NC(=O)CSc2nnc(CNC(=O)c3cccs3)o2)c1	5.7%	-3.2%	2.0%	-5.6%	-15.8%	-7.0%	-0.3%	1.0%	-0.2
3	Cc1ccccc1Cn1c(C)c(CNCc2ccccc2)c(C(=O)O)c1C	4.3%	1.3%	-7.0%	.	-11.4%	-22.6%	-6.9%	8.0%	-12.8
4	NC(=O)C[N+]1(CC#CC(O)(c2ccccc2)c2ccccc2)CCCC1	9.9%	-17.3%	-9.7%	4.9%	-3.1%	-8.2%	-6.3%	21.2%	11.4
5	C=CCn1c(SCC(=O)N(CC)CC)nc(O)cc1=O	-10.8%	1.8%	1.8%	0.5%	-12.6%	4.6%	-7.8%	-25.3%	-6.4
6	COc1ccc(N2CCN(C(CNC(=O)C(=O)NCc3cccnc3)c3ccco3)CC2)cc1 (stereo not given)	22.0%	-1.5%	-8.8%	-3.4%	-5.5%	23.0%	-3.8%	29.0%	3.7
7	O=C(CN1CCOCC1)N1CCN(c2nnc(-c3ccccc3)c3ccccc23)CC1	-9.5%	-4.0%	i	-2.0%	2.0%	-10.9%	6.4%	-28.6%	-8.9
8	COc1ccc(-c2nc(SC(C)C(=O)Nc3ccc(NC(C)=O)cc3)n[nH]2)cc1 (stereo not given)	23.8%	.	-0.1%	12.1%	.	-23.3%	-1.6%	.	-4.8
9	COc1ccccc1CNCC(c1ccccc1)c1ccccc1	.	-2.3%	.	48.6%[activator]	-5.5%	.	.	-4.0%	.
10	OCCNC(=S)NCc1ccccc1	-1.5%	-0.1%	-2.0%	11.9%	2.8%	-15.8%	-2.8%	23.1%	-6.7
11	CC1CC(C)CN(S(=O)(=O)c2ccc(C(=O)Nc3sccc3C(N)=O)cc2)C1 (stereo not given)	-10.5%	-9.3%	-2.7%	-3.1%	4.8%	-12.4%	-4.1%	-1.2%	.
12	COc1ccc(CN(C2CCCC2)S(=O)(=O)c2ccc(-n3cnnn3)cc2)cc1	-17.8%[58.9 µM]	-7.5%	-0.5%	-1.7%	?	-15.0%	-18.0%	11.3%	-0.5
13	O=C(/C=C/c1cccc(F)c1)Nc1nccs1	70.0%[activator]	1.3%	2.9%	-11.8%	-8.4%	-20.4%	-1.0%	-17.8%	-7.8
14	Cc1ccc(C)c2sc(NC(=O)CN3C(=O)CCC3=O)nc12	-8.8%	0.0%	-1.0%	0.7%	-0.2%	?	4.4%	-2.3%	16.3
15	COc1ccc(OC)c(S(=O)(=O)NCc2cn3ccsc3n2)c1	-0.8%	6.9%	-1.7%	0.6%	0.8%	-4.9%	-16.5%	46.4%	-22.4
16	O=C(Nc1nccs1)C1CCN(S(=O)(=O)c2c(Cl)cccc2Cl)CC1	-0.2%	-2.1%	-0.4%	3.4%	-11.5%	-9.7%	-15.8%	30.3%	-21.5
17	O=[N+]([O-])c1cccc(S(=O)(=O)NCCc2cccs2)c1	8.4%	3.1%	0.3%	-10.6%	?	-20.3%	-0.1%	16.4%	12.2
18	O=C1NC(=S)N/C1=C\c1cccc([N+](=O)[O-])c1	-4.8%	1.8%	-1.0%	1.7%	2.3%	-1.7%	-2.9%	1.7%	-23.5
19	CSc1nnc2c3ccccc3n(CCc3ccccc3)c2n1	7.0%	1.8%	-0.5%	-0.3%	-19.1%	-9.2%	-15.3%	21.4%	7.2
20	Cc1cc2ccccn2c1C(=O)c1cccc(F)c1	4.4%	-4.7%	-0.2%	53.2%[activator][12.4 µM]	?	?	3.5%	?	-4.2
21	CCN(CCNC(=O)C1CCN(S(=O)(=O)c2cccc3nsnc23)CC1)c1ccccc1	-0.4%	-3.9%	i	-0.2%	?	1.4%	-21.6%	-1.0%	-7.0
22	CCC(=S)/C=C1\Sc2ccccc2N1CCCS(=O)(=O)O	?	0.6%	-6.1%	-6.1%	-10.8%	?	-19.9%	-3.6%	-1.2
23	CN(C(=O)C1CCN(S(=O)(=O)c2cccs2)CC1)c1ccccc1	4.8%	-3.0%	-4.6%	-1.6%	-4.7%	-3.8%	-4.2%	2.0%	22.6
24	C[C@H]1C[C@H]2[C@@H]3CCC4=CC(=O)C=C[C@]4(C)[C@@]3(Cl)[C@@H](O)C[C@]2(C)[C@@]1(O)C(=O)CO	20.4%	-9.9%&-11.3%	i	-5.9%	-3.0%	2.8%	6.8%	-1.0%	-69.9*
25	Cc1csc2ncnc(N3CCN(C(=O)Nc4ccc(OC(F)(F)F)cc4)CC3)c12	-6.2%	-10.8%	i	-6.8%	-20.6%	-9.9%	-4.3%	-1.6%	-21.2
26	CCc1ccc(NC(=O)CC2C(=O)N(c3cccc(OC)c3)C(=O)N2C2CCCC2)cc1 (stereo not given)	-5.2%	-14.0%	4.6%	.	6.0%	-14.0%	-13.3%	-30.8%	10.5
27	COc1ccc2nc(NC(=S)NC(=O)c3ccco3)sc2c1	4.3%	-5.5%	i	4.7%	-8.0%	-12.3%	3.8%	24.6%	-6.8
28	CCN(CC)CCn1c(NCc2nc3ccccc3n2Cc2ccccc2)nc2ccccc21	-12.7%	-2.3%	-5.1%	1.3%	?	-11.5%	13.6%	0.4%	-9.3
29	CCn1c(SCC(=O)Nc2cccc(NC(C)=O)c2)nnc1-c1ccco1	166.9%[activator]	1.1%	-1.0%	-13.0%	-8.7%	-9.3%	-22.4%	16.4%	-1.1
30	CCCc1nn2c(=O)cc(CSCC(=O)Nc3ccc(C)cc3)nc2s1	30.5%[activator]	0.1%	i	52.4%[activator]	0.2%	-8.7%	9.6%	-8.6%	1.3
31	CCCCC(=O)N1CCCC(c2nc(-c3cccc(OC)c3)no2)C1 (stereo not given)	-21.0%	-0.9%	-6.6%	2.4%	-13.8%	-12.5%	-5.6%	-2.7%	-4.4
32	Cc1cccc(N(C)C(=O)CN(C)S(=O)(=O)c2ccc3c(c2)c(=O)n(C)c(=O)n3C)c1	23.1%	2.6%	-0.8%	76.7%[activator]	-7.9%	-8.3%	6.2%	3.4%	13.1
33	CN1CCN(S(=O)(=O)c2ccc(-c3ccccc3)cc2)CC1	2.2%	-2.0%	i	1.4%	-6.6%	-3.2%	-7.2%	-12.2%	-4.7
34	O=C(N[C@@H](Cc1ccccc1)C(=O)NC1CC1)c1ccc(Cl)cc1	20.6%	-1.0%	1.9%	4.2%	-7.7%	-7.5%	-11.4%	20.6%	2.7
35	CCCN(CC(=O)Nc1ccccc1C)C(=O)c1cccc(S(=O)(=O)N2CCc3ccccc3C2)c1	28.4%	-8.4%	-8.9%	17.9%	-11.1%	-6.3%	0.5%	6.3%	0.0
36	C[C@]12c3[nH]c4ccc(Cl)cc4c3CCN1C(=O)[C@@H](CC(=O)NCCCn1ccnc1)C[C@@H]2C(=O)N1CCCCC1	20.6%	.	5.2%	14.6%	.	-11.8%	-5.1%	.	.
37	COc1ccc(C(=O)NCC(=O)OCCCOC(=O)CNC(=O)c2ccc(OC)c(OC)c2)cc1OC	15.4%	-2.0%	i	16.4%	-7.9%	-13.8%	2.7%	43.8%	-7.1
38	O=C(NCc1ccccc1)C(=O)Nc1c2c(nn1-c1ccccc1)CSC2	?	-0.5%	-7.9%	.	?	13.4%	-0.8%[60.1 µM]	-22.5%	?
39	COc1ccccc1N(C(=O)c1ccco1)C(C(=O)NC1CCCC1)c1ccc(N2CCOCC2)cc1 (stereo not given)	39.7%[activator]	-2.8%	i	67.5%[activator]	-12.9%	-22.6%	-1.9%	15.1%	10.6
40	COc1ccccc1N/C(=N/c1nc(C)cc(C)n1)NC(C)=O	.	-0.8%	.	-2.3%	-7.3%	.	.	33.9%	.
41	COc1ccc(-c2nnc(C3CCN(S(=O)(=O)c4ccccc4)CC3)o2)cc1	-2.3%	-2.9%	i	20.4%	-0.4%	-7.6%	-7.1%	?	9.5
42	Fc1ccc(N2CCN(Cc3cnc(Cl)s3)CC2)cc1	68.1%[activator]	-3.2%	-3.6%	3.6%	-4.6%	-10.7%	-6.3%	11.7%	-9.1
43	CCn1nnc(NC(=O)c2ccc([N+](=O)[O-])o2)n1	-14.2%	-0.4%	-0.6%	2.4%	-4.4%	-2.1%	-0.8%	5.2%	-4.0
44	O=C(OC1CCCCC1=O)c1ccc(F)c(S(=O)(=O)N2CCOCC2)c1 (stereo not given)	8.9%	.	4.9%	5.0%	.	-12.0%	2.6%	.	-13.9
45	CCCSc1nnc(Sc2nnnn2-c2ccccc2)s1	-4.8%	-14.9%	-4.2%	-4.5%	?	1.8%	-5.0%	8.6%	6.4
46	Cc1cccc(-c2nc(S(=O)(=O)c3ccc(F)cc3)c(NCCCN3CCOCC3)o2)c1	-10.0%	-2.1%	-4.3%	-4.2%	-5.4%	-18.7%	-4.5%	0.7%	-21.9
47	CCCCOc1ccc(C(=O)NN2C(=O)NC3(CCCCC3)C2=O)cc1OC	-8.1%	.	-6.2%	11.0%	.	-13.2%	-6.0%	.	0.0
48	CCOC(=O)/C(=N\Nc1ccc(C(C)=O)cc1)c1csc(Nc2ccccc2)n1	5.5%	-5.6%	1.7%	5.2%	3.2%	?	-6.4%	4.7%	11.6
49	COC(=O)N1CC(C)N(C(=O)OC)CC1C (stereo not given)	16.4%	1.3%	-7.0%	0.3%	-6.4%	-1.7%	3.2%	1.3%	-15.0

# Bioassay records deposited in PubChem BioAssay by National Center for Advancing Translational Sciences (NCATS).
